High-throughput results: PubChem BioAssay, Vanderbilt University
GIRK2 activator: Activates human GIRK2-containing potassium channels; P48051; 34,000 tested, under 10 active; AID 1259324; activation (% efficacy), % for hits at 37.5 µM; HEK293 GIRK2/NPY4 cells, thallium flux fluorescence;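 active = primary screen hit, no activity in plain HEK293 cells, and in GIRK2-only cells above 5% efficacy rising with concentration; inactive = the rest, including fluorescent compounds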;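 also: efficacy is normalized control-subtracted fluorescence 15 s after thallium addition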
Target sequence (P48051 whole entry, looked up): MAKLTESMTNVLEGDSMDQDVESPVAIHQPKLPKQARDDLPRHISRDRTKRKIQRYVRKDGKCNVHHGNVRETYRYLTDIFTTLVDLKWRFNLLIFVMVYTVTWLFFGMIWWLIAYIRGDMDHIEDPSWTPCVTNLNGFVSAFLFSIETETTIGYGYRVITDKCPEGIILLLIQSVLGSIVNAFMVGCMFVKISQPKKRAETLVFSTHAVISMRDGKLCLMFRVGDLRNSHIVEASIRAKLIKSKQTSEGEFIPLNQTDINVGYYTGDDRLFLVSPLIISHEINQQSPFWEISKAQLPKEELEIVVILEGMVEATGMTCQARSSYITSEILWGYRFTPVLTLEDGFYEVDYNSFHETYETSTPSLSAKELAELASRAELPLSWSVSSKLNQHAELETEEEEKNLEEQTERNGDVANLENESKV
Calls only; i = inactive. Not all compounds are listed; count on the stated rates, not on these rows.

The first 6 compounds, ahead of the listing:
SMILES | GIRK2 activator
CC(C)C(=O)Nc1ccc(S(=O)(=O)N2CCOC(c3ccccc3)C2)cc1 (stereo not given) | i
Cc1cc(NC(=O)C2CCCN(c3ccc(-n4nc(C)cc4C)nn3)C2)sn1 (stereo not given) | i
CNC(=O)c1cccc(-c2noc(C3CN(Cc4ccc(Br)cc4)C3)n2)c1 | i
Cc1ccc(CC(=O)N(CCc2cccs2)c2nc3ccc(S(C)(=O)=O)cc3s2)c(C)c1 | i
O=C(Nc1ccc2ncsc2c1)c1cc(Cl)sc1Cl | i
COC(=O)c1ccc(-c2csc(NC(=O)CS(=O)(=O)Cc3ccccc3)n2)cc1 | i

Results, from the start:
SMILES | GIRK2 activator
CC(C)C(=O)Nc1ccc(S(=O)(=O)N2CCOC(c3ccccc3)C2)cc1 (stereo not given) | i
Cc1cc(NC(=O)C2CCCN(c3ccc(-n4nc(C)cc4C)nn3)C2)sn1 (stereo not given) | i
CNC(=O)c1cccc(-c2noc(C3CN(Cc4ccc(Br)cc4)C3)n2)c1 | i
Cc1ccc(CC(=O)N(CCc2cccs2)c2nc3ccc(S(C)(=O)=O)cc3s2)c(C)c1 | i
O=C(Nc1ccc2ncsc2c1)c1cc(Cl)sc1Cl | i
COC(=O)c1ccc(-c2csc(NC(=O)CS(=O)(=O)Cc3ccccc3)n2)cc1 | i
COCCn1cnc2c(-c3ccccc3)cn(CC(=O)Nc3ccccc3Cl)c2c1=O | i
CCOC(=O)c1ccc(NC(=O)c2ccc(=O)n(Cc3ccccc3F)c2)cc1 | i
Cc1ccc(N2CC(C(=O)NCC3CCN(C(=O)/C=C/c4ccco4)CC3)CC2=O)cc1C (stereo not given) | i
Cc1ccccc1C(=O)NC(=S)NC1CCS(=O)(=O)C1 (stereo not given) | i
CCCn1c(=NC(=O)C2=COCCO2)sc2c(C)cc(C)cc21 | i
Cn1c(=O)c2c(nc(CN3CCN(C(=O)c4ccco4)CC3)n2CC(=O)C(C)(C)C)n(C)c1=O | i
COc1ccc(CNC(=O)NCC2CCN(Cc3ccccc3SC)CC2)cc1 | i
O=C(NCCCCN1CCOC(c2ccccc2)C1)C(=O)Nc1ccc2c(c1)OCO2 (stereo not given) | i
O=C(Nc1ccc2c(c1)OCO2)N(Cc1ccccn1)Cc1ccco1 | i
CCOc1ccc(-n2nnc(C(=O)Nc3ccccc3CC)c2COC)cc1 | i
CN(C)CCNC(=O)CCN1C(=O)c2ccccc2S1(=O)=O | i
CCn1c(=O)c(S(=O)(=O)c2ccccc2)c(O)c2ccccc21 | i
COc1ccc(CCNC(=O)C2(c3ccc(F)cc3)CC2)cc1OC | i
O=C(Cn1nc2c(c1NC(=O)COc1ccccc1)CSC2)NCC1CCCO1 (stereo not given) | i
Nc1ccc(N2CCOCC2)cc1 | i
CCc1cccc(C)c1NC(=O)Cn1nc(-c2ccco2)c2sc(N3CCOCC3)nc2c1=O | i
O=C(Cc1ccccc1Cl)NCCS(=O)(=O)N1CCN(c2ccccn2)CC1 | i
O=C(NCC1(c2cccs2)CCCC1)c1cnccn1 | i
O=C(NCc1cccs1)c1csc(NS(=O)(=O)c2cccs2)n1 | i
CCc1cc(=O)[nH]c(-n2nc(C3CC3)cc2NC(=O)C2CCCCC2)n1 | i
COc1ccc(NC(=O)Nc2cccc(-c3nc4cccnc4s3)c2)cc1OC | i
CC(=O)N1CCCc2ccc(NC(=O)C(=O)Nc3ccc(Cl)cc3)cc21 | i
O=C(Nc1ccc(Cl)cc1)Nc1cccc(N2CCCCC2=O)c1 | i
COc1ccccc1-c1cnn2c(NCCc3ccccc3)cc(C)nc12 | i
O=C(Cc1csc(NC(=O)C2CCC(=O)N2)n1)NCc1cccs1 (stereo not given) | i
Cc1[nH]c(=O)[nH]c(=O)c1CC(=O)Nc1cccc(Br)c1 | i
Cc1[nH]c(=O)[nH]c(=O)c1CC(=O)NCCc1c[nH]c2ccccc12 | i
CS(=O)(=O)N1CCCc2ccc(NC(=O)C(=O)NCCc3ccc(S(N)(=O)=O)cc3)cc21 | i
CC(C)C(CC(=O)O)NS(=O)(=O)c1ccc(F)cc1 (stereo not given) | i
Cc1csc(NC(=O)Cc2cc(-c3ccc(Cl)cc3)on2)n1 | i
CCCN1C(=O)NC2(CCN(C(=O)CC)CC2)C1=O | i
CN(C)C(=O)Cc1ccc(NS(=O)(=O)c2ccc3c(c2)OCCO3)cc1 | i
O=C(NCc1cccs1)C1CCN(c2ccc(-c3ccc(F)cc3)nn2)CC1 | i
O=C(NCC1CCN(c2ccccn2)CC1)Nc1ccccc1Cl | i
COc1ccccc1-c1ccc(N2CCN(C(=O)CC(C)(C)C)CC2)nn1 | i
O=C(/C=C/c1ccco1)N1CCOC(c2ccc(C(F)(F)F)cc2)C1 (stereo not given) | i
O=C(NCc1ccc2c(c1)OCO2)c1ccc(=O)[nH]n1 | i
CCOc1nn(CC)cc1-c1nnc(SCC(=O)N2CCCc3ccccc32)n1CC | i
CC(=O)Nc1nc(S(=O)(=O)c2ccc(C)cc2)c(Cl)s1 | i
O=S(=O)(Cc1ccccc1Cl)NCC1(O)CCCC1 | i
COCc1c(C(=O)Nc2ccccc2C(=O)OC)nnn1-c1ccc(C)cc1 | i
COCCNC(=O)Cc1ccc(NS(=O)(=O)c2ccc(OC)cc2)cc1 | i
CCN1CCN(S(=O)(=O)CCNC(=O)Cc2cccs2)CC1 | i
O=C1NCCc2c(OCC(=O)N3CCCCC3)cccc21 | i
O=C(NCc1cccc2ccccc12)NCC(O)C1CCCCC1 (stereo not given) | i
COc1cccc(N2CC(C(=O)N3CCC(Cn4nc(C)cc4C)CC3)CC2=O)c1 (stereo not given) | i
CCOc1ccc(NC(=O)Cn2c3ccccc3c3ncn(Cc4ccccc4)c(=O)c32)cc1 | i
C#CCn1c(SCCOc2ccccc2OC)nc2ccccc21 | i
Cc1cc(NC(=O)COc2ccc(Cl)cc2Cl)sn1 | i
CCCCN(C)C(=O)Cn1c(C2CC(=O)N(Cc3ccc(F)cc3)C2)nc2ccccc21 (stereo not given) | i
Cc1ccc(CCNC(=O)c2ccc(Cn3c(=O)[nH]c4ccccc4c3=O)cc2)cc1 | i
COc1ccc(N2C(=O)C3N=NN(c4cc(OC)cc(OC)c4)C3C2=O)cc1 (stereo not given) | i
O=C(CSc1ccc(F)cc1)NCC1CCN(C(=O)c2ccccc2F)CC1 | i
O=C(Nc1ccc2scnc2c1)c1cccs1 | i

Compounds above with a thiophene ring, fused or not (8):
SMILES | GIRK2 activator
Cc1ccc(CC(=O)N(CCc2cccs2)c2nc3ccc(S(C)(=O)=O)cc3s2)c(C)c1 | i
O=C(Nc1ccc2ncsc2c1)c1cc(Cl)sc1Cl | i
O=C(NCC1(c2cccs2)CCCC1)c1cnccn1 | i
O=C(NCc1cccs1)c1csc(NS(=O)(=O)c2cccs2)n1 | i
O=C(Cc1csc(NC(=O)C2CCC(=O)N2)n1)NCc1cccs1 (stereo not given) | i
O=C(NCc1cccs1)C1CCN(c2ccc(-c3ccc(F)cc3)nn2)CC1 | i
CCN1CCN(S(=O)(=O)CCNC(=O)Cc2cccs2)CC1 | i
O=C(Nc1ccc2scnc2c1)c1cccs1 | i

Next part.
SMILES | GIRK2 activator
Cc1ccc(S(=O)(=O)N2CCC(C(=O)Nc3nc4c(C)ccc(C)c4s3)CC2)cc1 | i
COc1cn(CC(=O)Nc2ccc3c(c2)OCCO3)c(CSc2ccc(Cl)cc2)cc1=O | i
O=C(CCCS(=O)(=O)c1ccccc1)Nc1nc(-c2ccc(Cl)s2)cs1 | i
COc1ccc(F)cc1S(=O)(=O)N1CCN(CCn2nc(C)cc2C)CC1 | i
CNc1nn(CC(=O)Nc2ccc(C(C)C)cc2)c(N)c1-c1nc(-c2ccccc2C)no1 | i
CSc1ncccc1C(=O)NCC(c1ccc2c(c1)OCO2)N1CCN(c2ccccc2F)CC1 (stereo not given) | i
Cc1ccc(Cn2nc3ccc(S(=O)(=O)N4CCCCC4)cn3c2=O)cc1C | i
Cc1noc(C)c1S(=O)(=O)NCC(c1cccs1)N(C)C (stereo not given) | i
COc1ccc(S(=O)(=O)N2CCC(C(=O)Nc3nc(-c4ccc(C)cc4C)cs3)CC2)cc1 | i
O=C(Nc1cccs1)N(Cc1ccccn1)Cc1ccco1 | i
COc1cccc2cc(C(=O)NCC(O)(c3cccs3)C3CC3)oc12 (stereo not given) | i
COc1ccc(CCC(=O)NCCOc2cccc(C(F)(F)F)c2)cc1 | i

2 neighbouring entries out of the list so far, for reference:
SMILES | GIRK2 activator
Cc1ccc(S(=O)(=O)N2CCC(C(=O)Nc3nc4c(C)ccc(C)c4s3)CC2)cc1 | i
COc1cn(CC(=O)Nc2ccc3c(c2)OCCO3)c(CSc2ccc(Cl)cc2)cc1=O | i

Going on with the list.
SMILES | GIRK2 activator
COc1cn(CC(=O)Nc2cccc(C(F)(F)F)c2)c(CSc2ccc(F)cc2)cc1=O | i
O=C(/C=C\c1ccc2c(c1)OCO2)Nc1c2c(nn1CC(=O)NCC1CCCO1)CSC2 (stereo not given) | i
CN(C)C(CNC(=O)C(=O)Nc1ccc2c(c1)OCCO2)c1ccccc1 (stereo not given) | i
COc1cc(NS(=O)(=O)c2ccc(F)cc2C)ccc1N1CCCC1=O | i
COc1ccccc1C(c1c(O)cc(C)n(C)c1=O)c1c(O)cc(C)n(C)c1=O | i
O=C(NCCCc1ccccc1)N1CCC(N2CCCC2=O)CC1 | i
O=C(Nc1ccc2c(c1)OCCO2)c1cc2c(=O)n3ccccc3nc2n1Cc1ccccc1 | i
COc1ccc(CCNS(=O)(=O)c2ccc(C(=O)Nc3cccnc3)o2)cc1OC | i
Cc1ccc(NC(=O)C(=O)NCC(c2cccc3ccccc23)N2CCCC2)cc1 (stereo not given) | i
CN1C(=O)CCc2cc(NC(=O)C3c4ccccc4Oc4ccccc43)ccc21 | i
O=C(NC1CC1)C1CCN(C(=O)Nc2cccs2)CC1 | i
C=CCNC(=O)C(=O)NCCc1ccc2c(c1)CCCN2C | i
COc1ccc(CC(=O)Nc2ccc(CC(=O)NC3CC3)cc2)cc1OC | i
CC(C)(C)n1ncc2c(=O)n(NC(=O)c3ccc(S(=O)(=O)N4CCCC4)cc3)cnc21 | i
Cc1c(C(=O)Nc2ncc(Cc3ccccc3)s2)nnn1-c1ccccc1 | i
COc1ccc(NC(=O)c2ccc(=O)n(CC(=O)Nc3ccc(OC)cc3OC)n2)cc1 | i
O=C(c1cc2cc(Br)ccc2oc1=O)N1CCN(c2ccc(Cl)cc2)CC1 | i
O=C(COc1ccc2ccccc2c1)Nc1ccc(N2CCCCC2=O)cc1 | i
CN(Cc1ccccc1)S(=O)(=O)c1ccc(C(=O)Nc2ccc(S(C)(=O)=O)cc2)cc1 | i
O=C(COc1ccccc1)NCCn1nc(-n2cccn2)ccc1=O | i
NC(=O)Cn1nnn(-c2ccc(NC(=O)c3cnccn3)cc2)c1=O | i
CSCCC(C)(O)CNC(=O)C1(c2ccc(F)cc2)CC1 (stereo not given) | i
Cc1ccnc(Nc2ccc(N3CCN(C(=O)Nc4ccc(F)cc4)CC3)nn2)c1 | i
Cc1ccccc1-c1nc(CSc2nc3c(c(=O)[nH]2)CCCC3)c(C)o1 | i
CCc1cccc2sc(N(CC3CCCO3)C(=O)C3CCCC3)nc12 (stereo not given) | i
CN1C(=O)CSc2cnn(CC(=O)Nc3ccccc3C(F)(F)F)c(=O)c21 | i
Cc1ccc(S(=O)(=O)N(C)c2ccc(C(=O)NCc3ccco3)cc2)cc1 | i
Cc1ccc(CN2C(=O)NC3(CCN(C(=O)c4cccc(C(F)(F)F)c4)CC3)C2=O)cc1 | i
CC1CN(c2oc(-c3ccco3)nc2S(=O)(=O)c2ccc(Cl)cc2)CC(C)O1 (stereo not given) | i
CS(=O)(=O)N1CCC(CNC(=O)c2c(F)cccc2F)CC1 | i
N#C/C(=C\N1CCN(Cc2ccccc2)CC1)C(=O)Nc1ccc(F)cc1 | i
CC(C)Sc1ccc(C(=O)Nc2ccc([N+](=O)[O-])cc2)cc1 | i
O=S(=O)(NCC(O)(c1ccccc1)C(F)(F)F)c1ccc(Cl)s1 (stereo not given) | i
COc1ccc(Br)cc1S(=O)(=O)N1CCN(C(=O)c2ccco2)CC1 | i
Cc1cc(N2CCN(CCOc3cccc4ccccc34)CC2)n2nc(C(F)(F)F)nc2n1 | i
COC(=O)c1ccc2c(=O)n(CCN3CCCCCC3)c(=S)[nH]c2c1 | i
CC1CC(C)CN(CC(O)COc2ccccc2Br)C1 (stereo not given) | i
CN(Cc1nc2ccccc2n1CC(=O)N(C)c1ccccc1)C(=O)c1ccco1 | i
COCc1cc(=O)[nH]c2cc(NC(=O)CC3CSc4nc5c(c(=O)n43)CCC5)ccc12 (stereo not given) | i
O=C(CCc1csc(NS(=O)(=O)c2ccccc2)n1)Nc1ccc(OC(F)(F)F)cc1 | i
O=C(Cn1nc(-c2ccco2)ccc1=O)Nc1cccc([N+](=O)[O-])c1 | i
CN(CC(=O)NCC#CCN1CCc2ccccc2C1)S(C)(=O)=O | i
O=C(c1ccco1)N1CCN(C(=O)C2COCC(=O)N2Cc2ccccc2)CC1 (stereo not given) | i
CCOc1ccc(C(=O)NCCN2CCn3cc(OC)c(=O)cc3C2=O)cc1OCC | i
CCOc1ccc(S(=O)(=O)N2CCC3(CC2)C(=O)N(C)C(=O)N3C)cc1 | i
CCOC(=O)C(=O)NCCC1=CCCCC1 | i
O=S(=O)(c1ccccc1Br)N1CCC(c2cccs2)CC1 | i
O=C(CCc1ccccc1)Nc1ccc2c(c1)N(C(=O)C1CCCC1)CC2 | i
Cc1ccccc1-c1ccc(=O)n(Cc2cccc([N+](=O)[O-])c2)n1 | i
COc1ccc(NC(=O)c2ccccc2C)cc1N1CCCCC1=O | i
C=CCCC(=O)NCC1CCN(C(=O)NC(C)(C)C)CC1 | i
O=C(NCCOc1ccc2nnc(-c3cccc(F)c3)n2n1)c1c(F)cccc1Cl | i
O=C(NCC(c1ccsc1)N1CCCC1)c1ccc(Br)o1 (stereo not given) | i
CCOC(=O)c1cn[nH]c1S(=O)(=O)Nc1ccc(C(N)=O)cc1 | i
O=C(NCc1ccccn1)c1cc2c(ccc3ccccc32)oc1=O | i
CCOc1ccc(C2C(C(=O)c3ccco3)=C(O)C(=O)N2CCCN(C)C)cc1OCC (stereo not given) | i
COc1ccc2nc(-c3ccc(OC)c(NC(=O)c4ccc(F)c(F)c4)c3)cn2n1 | i
Cc1cccc(C)c1NC(=O)C(=O)NCC(c1cccn1C)N1CCOCC1 (stereo not given) | i
